High-throughput results from PubChem.
HEK293 tox: cytotoxic in the GLP-1 receptor inverse agonist counter-screen. HEK293 cAMP-luciferase reporter cells, luminescence, 24 h. AID 624418. Potency, µM (titrated, usually from 38.3 µM), inactives show at the top dose activity change, negative = inhibition, hits mostly inhibitors. 410,000 compounds, 0.13% hits;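 also: loss of luciferase light is scored as toxicity; potency is read from the fitted curve at half-maximal effect; % is scaled to controls: 0 for no effect and ±100 for the full control effect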
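MLSMR compounds, 24 hr on cells at 37 deg C/5% CO2; luminescence after luciferase reagent (12 min RT). Inhibition counted as the undesired cytotoxic outcome.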
WRN inhibitor: inhibitors of human WRN helicase; AID 651768; Potency, µM (series often up to 114 µM), inactives show top-dose activity change, negative = inhibition, actives largely listed as inhibitors; 360,000 compounds, 0.46% hits; WRN helicase unwinding, fluorescent forked duplex, kinetic; Q14191; also: potency is read from the fitted curve at half-maximal effect; % is scaled to controls: 0 for no effect and ±100 for the full control effect; nearly all actives have a fitted effect of over 55% in size
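Kinetic fluorescence helicase assay: unwinding of a quenched forked DNA duplex (100 nM final) with 2 mM ATP final raises red fluorescence (525/598 nm). Compounds sat 15 min at room temperature with 20 nM WRN beforehand.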
GLP1R ag: activates the human GLP-1 receptor | 380,000 compounds, 0.007% hits | Potency, µM (series often up to 45.6 µM), for inactives: top-dose activation, actives largely listed as activators | AID 624172 | HEK293 GLP-1R CRE-luciferase, luminescence, 4-6 h; cells express a hypersensitive GLP-1R form; also: potency is read from the fitted curve at half-maximal effect; % of control where 0% means no effect
Target sequence (P43220 whole entry, looked up): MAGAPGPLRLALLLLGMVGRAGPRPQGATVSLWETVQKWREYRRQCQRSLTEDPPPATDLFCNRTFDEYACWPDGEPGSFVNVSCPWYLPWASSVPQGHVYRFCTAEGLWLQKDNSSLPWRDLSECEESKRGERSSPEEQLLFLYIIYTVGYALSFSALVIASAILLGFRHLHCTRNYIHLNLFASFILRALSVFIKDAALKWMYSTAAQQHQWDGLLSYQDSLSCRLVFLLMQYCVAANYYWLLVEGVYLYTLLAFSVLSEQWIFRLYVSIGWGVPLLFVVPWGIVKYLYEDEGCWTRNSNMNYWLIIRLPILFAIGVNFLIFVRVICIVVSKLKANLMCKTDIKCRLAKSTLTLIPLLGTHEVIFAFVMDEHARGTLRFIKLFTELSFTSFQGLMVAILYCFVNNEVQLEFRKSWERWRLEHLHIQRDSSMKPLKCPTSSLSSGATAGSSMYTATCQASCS
IL-2 act: IL-2 activation; 360,000 compounds, 0.065% hits; IL-2 activation reporter assay, cell-based qHTS; stimulated with anti-CD3/CD4/CD28 beads; in transgenic mouse T cells; AID 652025; activation, % (series mostly up to about 46 µM); in the data active = activation above about 50%; inconclusive = mostly about 30% to 49%; also: 0% is about no effect
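Unstimulated transgenic mouse T cells preincubated 60 min with compound, then stimulated with anti-CD3/anti-CD4-coated beads plus anti-CD28 for 18 h at 37 degrees C. IL-2 response read as EGFP and DsRed fluorescence by plate cytometry.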
PI5P4Ka inh: PI5P4K alpha (human) kinase inhibition. P48426. PI5P4Kalpha enzyme, ADP-Glo luminescence, 60 min; active compounds read low. max response, %. 330,000 compounds, 1.2% hits. AID 652105; active = max response of -50% or lower; inconclusive = between -30% and -50%; inactive = -30% or higher; also: value at the top dose of about 77 µM; % is scaled to controls: 0 for no effect and ±100 for the full control effect
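Luminescence from ADP-Glo served as readout of PI5P4Kalpha activity in a qHTS format. Reaction: enzyme, substrate, compound, ATP at 5 microM final, 60 min at RT.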
PLK1 PBD inh: PLK1 (human) polo-box domain binding inhibition; AID 720504; Potency, µM, inactives show max response, negative = inhibition, actives largely listed as inhibitors; 360,000 compounds, 2.8% hits; P53350; Plk1 PBD binding of FITC phosphopeptide, fluorescence polarization; also: potency is read from the fitted curve at half-maximal effect; series mostly up to about 57 µM; % is scaled to controls: 0 for no effect and ±100 for the full control effect; nearly all actives have a fitted effect of over 65% in size
Target sequence (P53350 whole entry, looked up, the tested form may be a part): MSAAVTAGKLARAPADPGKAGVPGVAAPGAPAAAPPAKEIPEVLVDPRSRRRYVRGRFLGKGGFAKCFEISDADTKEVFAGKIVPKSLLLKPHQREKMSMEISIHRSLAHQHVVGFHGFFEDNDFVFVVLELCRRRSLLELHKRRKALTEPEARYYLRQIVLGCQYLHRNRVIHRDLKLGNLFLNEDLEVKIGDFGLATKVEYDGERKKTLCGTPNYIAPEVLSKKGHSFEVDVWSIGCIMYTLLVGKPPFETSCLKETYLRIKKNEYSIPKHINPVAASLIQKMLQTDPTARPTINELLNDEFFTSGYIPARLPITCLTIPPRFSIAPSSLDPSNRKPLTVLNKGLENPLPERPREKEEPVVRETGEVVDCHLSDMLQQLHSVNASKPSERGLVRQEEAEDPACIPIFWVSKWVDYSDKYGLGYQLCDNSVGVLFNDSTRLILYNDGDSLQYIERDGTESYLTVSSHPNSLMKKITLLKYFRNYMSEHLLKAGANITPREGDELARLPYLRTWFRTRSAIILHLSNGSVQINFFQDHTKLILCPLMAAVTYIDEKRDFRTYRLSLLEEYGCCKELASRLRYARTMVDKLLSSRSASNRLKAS
DRD3 antagonist: blocks the human D3 dopamine receptor; D3R cells, DiscoveRx beta-arrestin luminescence, antagonist mode; active compounds read low; max response, negative = inhibition, %; 360,000 compounds, 2.5% hits; AID 652054; in the data active = max response below about -50%; inconclusive = no clear call, values can overlap the other calls; also: % is scaled to controls: 0 for no effect and ±100 for the full control effect; mostly tested at two doses, the higher about 12 µM
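Cells plated overnight at 1500 cells/well, then exposed to library compounds with dopamine controls for 90 minutes at 37 degrees C. DiscoveRx reagent added for 30–60 minutes at room temperature; luminescence read, quantitative HTS format.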
GLP1R inv ag: acts as inverse agonist at human GLP-1 receptor; 410,000 compounds, 1.6% hits; P43220; Potency, µM (doses to about 38.3 µM), inactives show at the top dose activity change, negative = inhibition, actives largely listed as inhibitors; HEK293 GLP-1R CRE-luciferase, luminescence, 24 h; GLP-1R form is constitutively active; also: potency is read from the fitted curve at half-maximal effect; % is scaled to controls: 0 for no effect and ±100 for the full control effect; nearly all actives have a fitted effect of over 55% in size
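qHTS in 1536-well format: reporter HEK293 cells expressing constitutive GLP-1R activity in DMEM + 10% Nu serum, 24 hr with compounds at 37 deg C, luminescence read after 12 min with detection reagent.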
DRD3 agonist: D3 dopamine receptor (human) agonism; D3R DiscoveRx beta-arrestin cells, luminescence, 90 min; 410,000 compounds, 0.58% hits; max activation, %; in the data active = max activation above about 30%; also: 0% is about no effect; mostly tested at two doses, the higher about 12 µM
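Agonist-mode cell screen: cells plated at 1500/well and incubated overnight at 37 °C, then exposed to library compounds for 90 min at 37 °C. Detection reagent was added for 30–60 min at room temperature, and luminescence was read.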
* hit, by the source's call; ? = inconclusive; . = no result given; & = joins results of further samples; [ ] = remark or other dose. Unless noted, calls follow the shape of the dose curve; as a rule, active = well fitted curve in the direction sought with a large enough effect; inconclusive = small, poorly fitted or top-dose-only effect, or another doubt; inactive = no such curve, though single readings can be large; an effect the other way counts as inactive or inconclusive.

SMILES	HEK293 tox	WRN inhibitor	GLP1R ag	IL-2 act	PI5P4Ka inh	PLK1 PBD inh	DRD3 antagonist	GLP1R inv ag	DRD3 agonist
CCOC(=O)Nc1ccc(S(=O)(=O)Nc2onc(C)c2C)cc1	?	2%	1%	-2.0	4	-7%	-10	-6%	-7
Cc1nonc1C1CCCN1C(=O)c1cc(COc2cccc(C(F)(F)F)c2)on1 (centres undefined)	-12%	-6%	-6%	-3.9	6	?	-3	?	-15
CCc1ccc([C@@H]2CC=C(C(=O)O)[C@H](c3ccc(Br)cc3)N2S(=O)(=O)c2ccc(C)cc2)cc1	3%	-3%	-2%	2.2	10	27µM*	-20	4%	1
COc1ccc(C)cc1NC(=O)CN1C(=O)c2ccccc2S1(=O)=O	-7%	4%	-3%	-0.8	-2	-7%	14	32%[activator]	-8
NS(=O)(=O)c1ccc(CCNC(=O)c2ccc(-c3ccccc3)cc2)cc1	-1%	-25%	-13%	-0.6	-11	-6%	2	5%	3
O=C(NCCN1CCOCC1)c1ccc(-c2ccccc2)cc1	2%	4%	-15%	1.4	.	-9%	-16	3%	-4
c1ccc2occc2c1	3%	1%	-3%	0.7	-1	-8%	8	19%	2&8
COc1ccccc1N(CC(=O)Nc1ccccc1C(=O)N1CCOCC1)S(C)(=O)=O	-1%	3%	6%	-2.6	-1	1%	9	3%	-2
O=C(Nc1ccccc1C(=O)O)c1cccc(N2C(=O)c3ccccc3C2=O)c1	7%	-3%	0%	-0.7	-3	0%	5	9%	0
O=C(NC(=S)Nc1ccccc1[N+](=O)[O-])c1ccccc1	-48%	3%	9%	-3.0	-6	-18%	-23	6%	-10
Cc1nccn1CCCN1C(=O)OC2(CCCCC2)C1(C)O (centres undefined)	-8%	14%	-19%	-0.7	-15	21µM*	8	-6%	1
COCCn1nnnc1C(c1ccc2ncccc2c1)N1CCc2ccccc21 (centres undefined)	-17%	-10%	1%	0.6	.	0%	15	-18%	6
CCOc1ccc(CCNC(=O)COC(=O)/C=C/c2ccco2)cc1OCC	-8%	-1%	10%	-2.3	-3	-2%	9	66%[activator]	19
CCCCCn1c(=O)[nH]c2c(c1=O)CCC2	19%	-4%	6%	-0.6	0	-25%	12	10%	-4
CCC(=O)Nc1c(C(=O)Nc2ccc3c(c2)OCCO3)oc2ccccc12	0%[7.66 µM]	-14%	3%	-0.9	1	3%	2	7%[7.66 µM]	0
CCN(CC)CCN1C(=O)c2ccccc2NC1c1cc(OC)c(OC)c(OC)c1 (centres undefined)	5%	-3%	-1%	-0.6	.	-5%	-25	-25%	-16
CCCc1ccc2oc(C(=O)N3CCC(COC)C3)c(C)c2c1 (centres undefined)	-11%	-33%	?	-0.3	21	-10%	-22	?	-5
CCOC(=O)N1CCN(C(=O)Nc2cccc(Cl)c2)CC1	-10%	1%	-3%	-1.0	.	-7%	6	9%	6
COCCn1c(C)cc(C(=O)COc2ccc(C)nc2[N+](=O)[O-])c1C	-9%	-2%	-7%	0.8	-6	-12%	2	?	1
O=C1NC[C@H](Cc2ccc(O)cc2)N(C[C@@H]2CCCN2C[C@H](Cc2ccc(O)cc2)N2C[C@H](Cc3ccccc3)N(CC3CCCCCC3)C(=O)C2=O)C1=O	4%	0%	8%	1.3	-18	-7%	6	18%	2
CC(C)CC1C(=O)N(Cc2cn(CCC3OCCCO3)nn2)CCS(=O)(=O)N1Cc1ccc(-c2cccc(N(C)C)c2)cc1 (centres undefined)	-2%	-4%	4%	-1.8	-4	3%	16	1%	4
CCc1ccc(NC(=O)C/C(C)=N/NC(=O)COc2ccc(C)cc2Br)cc1	0%	-18%	10%	-1.1	36	4%	3	?	-5
CN(C)/C=C(\C(=O)c1ccc(F)cc1F)c1nnnn1-c1ccccc1	0%	-2%	-1%	-2.3	-9	-4%	-4	-13%	-4
COc1ccc(CNS(=O)(=O)CCNC(=O)c2cccc(OC)c2)cc1	-24%	-2%	-2%	2.6	2	-3%	5	-28%	4
CC(=O)c1ccc(S(=O)(=O)NCCC(=O)NC2CCN(Cc3ccccc3)CC2)cc1	-7%	-4%	3%	0.3	-2	-17%	-27	-28%	-9
COc1ccc(NC(=O)c2cc(-c3cc(C)c(C)cc3O)n[nH]2)c(OC)c1	3%	4%	5%	-3.3	0	8%	3	40%[activator]	-12
COC(=O)c1cccc(NC(=O)CCN2C(=O)C3CC=CCC3C2=O)c1 (centres undefined)	9%	-7%	4%	-2.2	21	12%	?	29%	1
Cc1ccc(C(=O)NCC(=O)NC2CCCCCC2)cc1	1%	-3%	-1%	-1.0	5	-5%	18	-14%	-6
Cc1ccc(OCC(=O)NC2CCCC2)c(C)c1	-11%	-1%	12%	0.0	-2	-1%	-2	-22%	8
CNc1nc(NN)nc(Nc2ccccc2)n1	-14%	0%	0%	-2.5	-5	-6%	-20	27%	-5
CNC(=O)C(=O)NCCC1CCCCN1S(=O)(=O)c1cccs1 (centres undefined)	14%	-33%	4%	1.3	3	-10%	-24	24%	-8
COc1ccc(-c2nnc(COc3ccc(Br)cc3C)o2)cc1	-8%	-10%	20%	0.2	5	-7%	28	?	5
O=C(NCCCn1ccnc1)c1noc2c1CCCC2	-7%	1%	-12%	-3.8	.	-8%	-23	15%	-7
COCc1nnc(NS(=O)(=O)c2ccc([N+](=O)[O-])cc2)s1	-6%	-4%	-11%	1.9	-5	?	-58*	0%	-3
COCCNC(=O)C1CC(c2ccccc2C(F)(F)F)=NO1 (centres undefined)	1%	4%	8%	0.4	-1	-2%	-3	1%	3
O=C(c1cnn2c1NC(c1ccco1)CC2C(F)(F)F)N1CCN(c2cccc(Cl)c2)CC1 (centres undefined)	?	-3%	-11%	-0.3	2	2%	14	2.2µM*	7
CCOc1ccccc1Nc1nc(-c2sc(C)nc2C)cs1	-7%	-11%	?	-1.1	20	-2%	90	-16%	20
CC1CN(C(=O)COC(=O)c2cc(S(N)(=O)=O)c(Cl)cc2Cl)CC(C)O1 (centres undefined)	1%	9%	3%	-0.6	0	-6%	-6	6%	3
CN(C)c1ccc(/C=C2\SC(=O)N(CC(O)Cn3c4ccccc4c4ccccc43)C2=O)cc1 (centres undefined)	7%	?	-16%	3.7	20	?	-13	-23%	-4
CCN(CC)S(=O)(=O)c1ccc2c(c1)N(CC(=O)N(CCc1ccncc1)C(C)C)C(=O)CO2	-20%	4%	3%	0.4	1	-5%	2	5%	2
Cc1cc(NC(=O)c2cccc3ccccc23)cc(C)c1OCC(=O)N1CCOCC1	-1%	6%	3%	-0.2	15	-1%	17	-16%	3
CC1(C)C(=O)CCC2(C)C1=CCC1C2C(=O)CC2(C)C1CCC2(O)C(=O)CO (centres undefined)	-7%	-20%	-3%	1.1	0	-3%	-18	11%	1
COC(=O)[C@@]1(Cc2ccc(F)cc2)[C@H]2c3cc(C(=O)N(C)C)n(CCc4ccccn4)c3C[C@H]2CN1C(=O)c1ccccc1	4%	5%	-2%	-0.6	-2	2%	11	14%	-15
O=C(Nc1ccc(C(=O)NN2C(=O)c3ccccc3C2=O)cc1)c1ccccc1	5%	-1%	3%	2.6	5	2%	-11	13%	-6
Cc1cc(C)c(C#N)c(SCc2cn3ccccc3n2)n1	-11%	11%	15%	0.8	1	-8%	-15	59%[activator]	-20
Cc1ccc(S(=O)(=O)N2CCCCC2)cc1NC(=O)c1cc2ccccc2o1	2%	7%	-4%	1.0	-11	-2%	0	?	-12
COC(=O)c1sc(NC(=O)c2ccncc2)nc1C	1%	-5%	-3%	1.5	-9	-2%	2	8%	4
Cn1c(SCC(=O)Nc2cccc3ccccc23)nc(O)cc1=O	-4%	-3%	-7%	-2.1	-7	-8%	5	2%	4
CC1Cc2ccccc2N1CC(=O)Nc1ccc2c(c1)OC(F)(F)O2 (centres undefined)	8%	-6%	-5%	-0.9	-2	-11%	21	-27%	-7
CSc1ccc(Cl)c(C(=O)N2CCN(c3ncccn3)CC2)c1	-24%	-3%	9%	0.1	-2	-2%	-6	10%	3
COc1cccc(CN2CCC2(C)C(=O)NCCc2ccccn2)c1OC (centres undefined)	0%	-2%[57.1 µM]	-8%	0.5	1	-7%	17	-15%	4
Cc1cc(NS(=O)(=O)c2ccc(NC(=O)CSc3nc4ncc(Cl)cc4[nH]3)cc2)nc(C)n1	-20%	-6%	2%	1.9	0	-14%	-6	10%	-8
CC(=O)Nc1ccc(NC(=O)CSc2nc(C)nc3sc(C)c(C)c23)cc1	0%	-10%[57.1 µM]	11%	1.4	2	-13%	14	50%[activator]	1
O=C(NCc1ccc2c(c1)OCO2)c1ccc2snnc2c1	3%	-7%	-1%	-0.5	0	-12%	7	0%	2
O=C(OCCOc1ccccc1)c1cc(S(=O)(=O)N2CCOCC2)ccc1Cl	3%	-6%	5%	0.3	2	-6%	2	-16%	2
Cc1ccc(S(=O)(=O)Nc2ccccc2C(=O)Nc2sccc2C(=O)NN(C)C)cc1	11%	-2%	-4%	2.0	2	-4%	8	8%	2
COCCNC(=O)c1cc(S(=O)(=O)N(C)C2CCCCC2)ccc1Cl	4%	8%	-3%	1.2	6	0%	18	7%	1

Entries from the list above with an NH in an aromatic ring (3):
SMILES	HEK293 tox	WRN inhibitor	GLP1R ag	IL-2 act	PI5P4Ka inh	PLK1 PBD inh	DRD3 antagonist	GLP1R inv ag	DRD3 agonist
CCCCCn1c(=O)[nH]c2c(c1=O)CCC2	19%	-4%	6%	-0.6	0	-25%	12	10%	-4
COc1ccc(NC(=O)c2cc(-c3cc(C)c(C)cc3O)n[nH]2)c(OC)c1	3%	4%	5%	-3.3	0	8%	3	40%[activator]	-12
Cc1cc(NS(=O)(=O)c2ccc(NC(=O)CSc3nc4ncc(Cl)cc4[nH]3)cc2)nc(C)n1	-20%	-6%	2%	1.9	0	-14%	-6	10%	-8
